USP30 inh: inhibitors of human USP30 deubiquitinase; Q70CQ3; inhibition, % at 25 µM; 5.3% of 47,000 active; purified USP30, Ub-rhodamine cleavage fluorescence
Target sequence (Q70CQ3 whole entry, looked up): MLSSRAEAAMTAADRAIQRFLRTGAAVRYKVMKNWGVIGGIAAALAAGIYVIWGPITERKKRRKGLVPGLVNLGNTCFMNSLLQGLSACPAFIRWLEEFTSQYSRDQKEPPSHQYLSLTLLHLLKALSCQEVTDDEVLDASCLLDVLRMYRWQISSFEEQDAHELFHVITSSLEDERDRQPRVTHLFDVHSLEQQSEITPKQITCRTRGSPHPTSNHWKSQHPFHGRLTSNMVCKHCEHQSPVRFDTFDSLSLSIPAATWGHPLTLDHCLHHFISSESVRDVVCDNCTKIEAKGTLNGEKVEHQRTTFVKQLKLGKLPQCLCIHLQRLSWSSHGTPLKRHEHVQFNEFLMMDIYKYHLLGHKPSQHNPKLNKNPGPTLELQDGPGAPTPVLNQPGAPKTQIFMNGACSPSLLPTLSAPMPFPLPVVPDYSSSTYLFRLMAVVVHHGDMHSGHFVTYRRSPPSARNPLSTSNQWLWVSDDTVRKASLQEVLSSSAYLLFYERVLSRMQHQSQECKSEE
USP17 block: human USP17-like deubiquitinase inhibition | A8MUK1 | purified USP17, Ub-rhodamine cleavage fluorescence, 3 h | inhibition, % at 50 µM | 6.5% of 47,000 active | AID 1645855
USP10 block: inhibitors of human USP10 deubiquitinase; inhibition, % at 20 µM; purified USP10, Ub-rhodamine fluorescence, 60 min; 1.1% of 47,000 active; Q14694; AID 1645856
USP28 inh: inhibitors of human USP28 deubiquitinase; purified USP28, Ub-rhodamine cleavage fluorescence, 30 min; AID 1645857; 3% of 47,000 active; inhibition, % at 25 µM; Q96RU2
UCHL1 block: inhibitors of human UCHL1 deubiquitinase; P09936; inhibition, % at 20 µM; 0.2% of 47,000 active; purified UCHL1, Ub-rhodamine cleavage fluorescence
USP7 inh: blocks human USP7 ubiquitin-rhodamine cleavage; Q93009; 0.3% of 47,000 active; inhibition, % at 20 µM; purified USP7, Ub-rhodamine cleavage fluorescence
USP8 block: human USP8 deubiquitinase inhibition; P40818; 4.2% of 47,000 active; purified USP8, Ub-rhodamine cleavage fluorescence, 30 min; inhibition, % at 20 µM
OTUD3 block: blocks human OTUD3 ubiquitin-rhodamine cleavage. purified OTUD3, Ub-rhodamine fluorescence, 2 h. AID 1645858. 0.7% of 47,000 active. inhibition, % at 25 µM
Target sequence (Q5T2D3 whole entry, looked up): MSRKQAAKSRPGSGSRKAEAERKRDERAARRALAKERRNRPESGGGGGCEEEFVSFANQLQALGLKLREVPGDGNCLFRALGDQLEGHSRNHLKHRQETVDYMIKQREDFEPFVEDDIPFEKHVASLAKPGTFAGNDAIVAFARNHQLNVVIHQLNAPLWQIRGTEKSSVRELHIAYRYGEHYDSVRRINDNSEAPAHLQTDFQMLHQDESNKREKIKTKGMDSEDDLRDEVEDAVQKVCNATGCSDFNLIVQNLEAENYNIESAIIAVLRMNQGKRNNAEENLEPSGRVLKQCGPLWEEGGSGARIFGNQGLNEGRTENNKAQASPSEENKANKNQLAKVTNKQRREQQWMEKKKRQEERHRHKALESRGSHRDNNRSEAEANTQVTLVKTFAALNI
Active calls of the source: *; . = no result given. Cut-off read from the data, not from the text of the source: active = inhibition above about 30%; inactive = the rest.

Labels used below – A = USP30 inh; B = USP17 block; C = USP10 block; D = USP28 inh; E = UCHL1 block; F = USP7 inh; G = USP8 block; H = OTUD3 block
mol: COc1ccc2[nH]cc(CCNC(=O)C3CCCN(c4ncnc5nc[nH]c45)C3)c2c1 (stereo unspecified)
  A = 29	B = 7	C = 0	D = 13	E = 1	F = 4	G = 9	H = 5

mol: CCN(CC)C(=O)CN1CCC2(CCC1=O)CNC(=O)c1ccc(OC)cc1O2 (stereo unspecified)
  A = 3	B = 1	C = 0	D = 0	E = 0	F = 0	G = -1	H = -2

mol: C=C1C=C(NCCN(CC)CC)n2nc3nc(C)cc(C)c3c2N1
  A = -32	B = -7	C = -1	D = 0	E = 0	F = 4	G = 17	H = 2

mol: CC(C)Cc1nnc(NC(=O)C2CCN(C(=O)c3ccccc3)CC2)s1
  A = 10	B = -13	C = 0	D = 3	E = -2	F = -4	G = -3	H = -4

mol: Cc1nnc(Nc2ccc(C(=O)OC(C)C)cc2)[nH]c1=O
  A = 4	B = 0	C = 2	D = -4	E = 0	F = 1	G = -17	H = -6

mol: Cc1ccc(-c2nc(C(N)=O)c3[nH]c(=O)n(-c4ccc(C)c(C)c4)c3n2)o1
  A = 1	B = -11	C = -1	D = 4	E = 0	F = 7	G = -88	H = 5

mol: CCN1C(=O)C2(CCN(CC(C)C)CC2)CC12CCN(C(=O)c1cccc(Cl)c1)CC2
  A = -15	B = -9	C = -1	D = -3	E = -3	F = -2	G = -36	H = -7

mol: Cc1cc(C)c(C(=O)CSc2nnc(-c3cccnc3)n2C)cc1C
  A = 2	B = 0	C = -4	D = -2	E = 2	F = 0	G = 4	H = 4

mol: CC(C)CN1CC2(CCN(C(=O)Cc3ccc(Cl)cc3)C2)C1
  A = 19	B = 7	C = 1	D = 3	E = 2	F = 1	G = 5	H = 7

mol: CSCC[C@H](NC(=O)C1(c2ccc(Cl)cc2)CCCC1)c1nnc2ccccn12
  A = -9	B = 5	C = 0	D = 12	E = 4	F = -10	G = 5	H = 4

mol: Cc1c(C(=O)NCc2cccc(Br)c2)oc2c1-c1[nH]ncc1CC2
  A = -29	B = 62*	C = -3	D = 7	E = 0	F = -24	G = 84*	H = -7

mol: Cn1nc(-c2ccccc2)c(CN2CCN(c3ncccn3)CC2)c1Cl
  A = -14	B = -14	C = 1	D = -16	E = 0	F = -5	G = 4	H = -9

mol: CSc1ncc(C(=O)N2CCC(C3CCCCC3)C2)cn1 (stereo unspecified)
  A = .	B = 15	C = -1	D = .	E = 1	F = -1	G = -1	H = 4

mol: COc1cccc(Sc2nc(-c3ccccc3)ncc2S(=O)(=O)c2ccccc2)c1
  A = -9	B = -20	C = 4	D = -12	E = 2	F = 5	G = -5	H = -11

mol: O=C1COC2(CCNCC2)CN1Cc1ccc(Cl)cc1
  A = 19	B = -2	C = 0	D = 14	E = 0	F = 6	G = -124	H = 11

mol: Cc1nn(CC(=O)NCc2ccccc2F)c2ccccc12
  A = 29	B = 51*	C = 0	D = 4	E = 4	F = 4	G = 4	H = 14

mol: Cc1cnc(C(=O)N2CC[C@@H]3CN(CCc4ccccc4)S(=O)(=O)[C@@H]3CC2)cn1
  A = 12	B = -12	C = 0	D = 4	E = 0	F = 2	G = -142	H = 13

mol: O=C(NCC1CCCO1)c1c(-c2ccccc2)nnc2ccccc12 (stereo unspecified)
  A = 0	B = -7	C = -1	D = -10	E = -1	F = -2	G = 0	H = -2

mol: CN1C(=O)OC[C@@H]2CCN(S(=O)(=O)c3ccc(-c4ccccc4)cc3)C[C@H]21
  A = 16	B = 22	C = -2	D = -9	E = -1	F = 4	G = -3	H = 0

mol: CCOC(=O)C1=C(CN(C)Cc2ccccc2)NC(=O)NC1c1ccc(F)cc1 (stereo unspecified)
  A = 21	B = 9	C = 10	D = 20	E = 7	F = -10	G = 3	H = 7

mol: CCc1cc(C2CCCN2C(=O)c2cc(-c3ccc(OC)c(OC)c3)on2)on1 (stereo unspecified)
  A = -10	B = .	C = -2	D = -1	E = 0	F = 1	G = -11	H = -4

mol: CCN1CCCC1CNC(=O)c1nnc(-c2ccc(S(=O)(=O)N3CCOCC3)cc2)o1 (stereo unspecified)
  A = 20	B = 8	C = 1	D = 3	E = 0	F = 3	G = 21	H = 3

mol: O=C(COC(=O)C(Cc1c[nH]c2ccccc12)NC(=O)c1ccccc1Cl)c1ccccc1F (stereo unspecified)
  A = 2	B = 0	C = 7	D = -1	E = 2	F = 8	G = 3	H = -7

mol: CCn1c(SCc2ccc(C)cc2)nnc1C1CCN(S(=O)(=O)c2ccc(OC)cc2)CC1
  A = 18	B = 14	C = 7	D = 12	E = 1	F = 0	G = -14	H = 7

mol: Cc1ccc(NC(=O)Cn2c(Nc3cccc(C)c3)nc(C)cc2=O)cc1
  A = 58*	B = 36*	C = 1	D = 16	E = -3	F = -5	G = 3	H = 18

Part of the list above, as labelled records.
structure: C=C1C=C(NCCN(CC)CC)n2nc3nc(C)cc(C)c3c2N1
- USP30 inh: -32
- USP17 block: -7
- USP10 block: -1
- USP28 inh: 0
- UCHL1 block: 0
- USP7 inh: 4
- USP8 block: 17
- OTUD3 block: 2

structure: CC(C)Cc1nnc(NC(=O)C2CCN(C(=O)c3ccccc3)CC2)s1
- USP30 inh: 10
- USP17 block: -13
- USP10 block: 0
- USP28 inh: 3
- UCHL1 block: -2
- USP7 inh: -4
- USP8 block: -3
- OTUD3 block: -4

Back to the main list, repeating the two entries before the break.
Labels used below – A = USP30 inh; B = USP17 block; C = USP10 block; D = USP28 inh; E = UCHL1 block; F = USP7 inh; G = USP8 block; H = OTUD3 block
mol: CCn1c(SCc2ccc(C)cc2)nnc1C1CCN(S(=O)(=O)c2ccc(OC)cc2)CC1
  A = 18	B = 14	C = 7	D = 12	E = 1	F = 0	G = -14	H = 7

mol: Cc1ccc(NC(=O)Cn2c(Nc3cccc(C)c3)nc(C)cc2=O)cc1
  A = 58*	B = 36*	C = 1	D = 16	E = -3	F = -5	G = 3	H = 18

mol: Cc1cc(C)nc(N=C(NC(=O)C(F)(F)F)Nc2cc(C(F)(F)F)ccc2Cl)n1
  A = -18	B = -2	C = 0	D = -10	E = -3	F = 0	G = 1	H = -5

mol: CCc1ccc(NC(=O)C2CCN(c3nc4nc[nH]c(=O)c4s3)CC2)cc1
  A = 34*	B = 14	C = 23	D = -3	E = -3	F = 28	G = 18	H = 16

mol: COc1ccccc1C(=O)NCc1noc(-c2ccccc2)n1
  A = 0	B = .	C = -3	D = -10	E = -4	F = -10	G = -6	H = -7

mol: CCn1ncc(C2=NOC(C(=O)NCc3ccccc3)C2)c1C (stereo unspecified)
  A = 19	B = 2	C = 1	D = 5	E = -2	F = 3	G = -2	H = 10

mol: c1cc2nc3c(nc2c2nonc12)CCCC3
  A = -6	B = 1	C = 0	D = -2	E = -1	F = -7	G = 15	H = -3

mol: COc1ccc(-c2cncc(-c3cc(N(C)Cc4ccccc4)nc(-c4ccccc4)n3)c2)cc1
  A = -6	B = -20	C = 5	D = -1	E = 7	F = 11	G = 11	H = 0

mol: CC(=O)c1cccc(NC(=O)C2CCCN(S(=O)(=O)c3cccnc3)C2)c1 (stereo unspecified)
  A = -11	B = -14	C = 2	D = -11	E = -4	F = 2	G = -8	H = -5

mol: Cc1ccc(-c2noc(-c3cn(Cc4ccc(N)cc4)cn3)n2)cc1
  A = -3	B = 0	C = 10	D = 4	E = -1	F = 1	G = -2	H = -13

mol: Cc1nn2cnnc2c(C)c1CCC(=O)Nc1cccc(Cl)c1
  A = 3	B = 0	C = 2	D = 0	E = 4	F = 6	G = -1	H = 0

mol: COc1ccccc1C(=O)N1CCN(Cc2c(C)noc2C)CC1
  A = 13	B = -14	C = 2	D = 1	E = 3	F = 10	G = -62	H = 8

mol: COc1cc2c(cc1OC)-c1cc(NCC(C)C)nc(=O)n1CC2
  A = .	B = -30	C = -5	D = .	E = -11	F = -7	G = -25	H = 2

mol: CN(C)C=NC1=C(c2ccccc2)C(=O)c2ccccc21
  A = 11	B = 4	C = 4	D = 8	E = 6	F = 2	G = 4	H = 0

mol: COCC(=O)N1CCCCCC1C1CCN(Cc2ccc(C#N)cc2)CC1 (stereo unspecified)
  A = -90	B = -33	C = -8	D = -22	E = -6	F = -5	G = -77	H = -20

mol: O=c1c2cnc3nc(C(F)(F)F)nn3c2ccn1Cc1ccccn1
  A = -2	B = -6	C = 1	D = -6	E = -7	F = -5	G = -50	H = -3

mol: O=C(O)c1ccc(CN2CC[C@H](c3nc4ccc(F)cc4[nH]3)C2)cc1
  A = -22	B = 0	C = -2	D = -1	E = 1	F = 5	G = -7	H = -1

mol: Cc1c(OCc2ccccc2)noc1C1CCN(C(=O)C(C)C)CC1
  A = .	B = 8	C = 0	D = .	E = 2	F = -10	G = 0	H = 1

mol: N#Cc1cccc(Nc2c3c(nc4ccc(Cl)cc24)CCC3)c1
  A = -1	B = 24	C = 2	D = 1	E = 0	F = 3	G = -1	H = -7

mol: CN(C)C(=O)C1(Cc2cc(-c3ccccc3)no2)CCCN(C(=O)C2CCCC2)C1 (stereo unspecified)
  A = -18	B = 0	C = 0	D = -14	E = 0	F = -2	G = 1	H = -11

mol: O=C(O)c1nnn(-c2ccccc2)c1-c1ccccn1
  A = 24	B = 18	C = 0	D = 13	E = 1	F = 9	G = -2	H = 15

mol: Cc1cc(C)n(-c2ccc(C(=O)Nc3nc4c(s3)CN(C)CC4)cc2)n1
  A = -295	B = 8	C = -4	D = -12	E = -49	F = -76	G = -13	H = -50

mol: CCN(C(=O)Cn1cnc2c1c(=O)n(C)c(=O)n2C)c1ccc(F)cc1
  A = 28	B = -16	C = 1	D = 0	E = 3	F = 5	G = 22	H = 11

mol: COc1ccc(NC(=O)N[C@H]2C[C@H]3CN(C)c4ccccc4CN3C2)cc1
  A = -44	B = -17	C = -2	D = -3	E = -5	F = 0	G = -3	H = -9

mol: CN1CCN(CCC(=O)Nc2cc(C(F)(F)F)ccc2Cl)CC1
  A = 14	B = 11	C = -1	D = 8	E = 1	F = 0	G = -1	H = 10

mol: O=C(NC1CCCCCC1)c1ccc(N2CCOc3ccccc32)s1
  A = -80	B = -17	C = 5	D = -15	E = -2	F = 4	G = -19	H = -14

mol: CN1CCN(CC(=O)N2c3ccccc3C(C)(c3ccc(Cl)cc3)CC2(C)C)CC1 (stereo unspecified)
  A = 17	B = -9	C = -1	D = 0	E = -1	F = -3	G = -3	H = -4

Part of the list above in order of formula weight, lowest first:
Labels used below – A = USP30 inh; B = USP17 block; C = USP10 block; D = USP28 inh; E = UCHL1 block; F = USP7 inh; G = USP8 block; H = OTUD3 block
mol: O=c1c2cnc3nc(C(F)(F)F)nn3c2ccn1Cc1ccccn1
  A = -2	B = -6	C = 1	D = -6	E = -7	F = -5	G = -50	H = -3

mol: O=C(NC1CCCCCC1)c1ccc(N2CCOc3ccccc32)s1
  A = -80	B = -17	C = 5	D = -15	E = -2	F = 4	G = -19	H = -14

mol: CCc1ccc(NC(=O)C2CCN(c3nc4nc[nH]c(=O)c4s3)CC2)cc1
  A = 34*	B = 14	C = 23	D = -3	E = -3	F = 28	G = 18	H = 16

mol: CC(=O)c1cccc(NC(=O)C2CCCN(S(=O)(=O)c3cccnc3)C2)c1 (stereo unspecified)
  A = -11	B = -14	C = 2	D = -11	E = -4	F = 2	G = -8	H = -5

(next part)
Labels used below – A = USP30 inh; B = USP17 block; C = USP10 block; D = USP28 inh; E = UCHL1 block; F = USP7 inh; G = USP8 block; H = OTUD3 block
mol: CC(C(=O)NCc1ccc2c(c1)OCO2)N1CCN(c2ccc(O)cc2)CC1 (stereo unspecified)
  A = 23	B = 73*	C = 8	D = 30	E = 11	F = 14	G = 60*	H = 15

mol: FC(F)(F)c1ccc(-c2nc(-c3ccc4c(c3)OCCCO4)cs2)cc1
  A = 33*	B = 19	C = 0	D = 11	E = 1	F = 6	G = 16	H = 16

mol: COc1nc(OC)nc(N2CCC(NC(=O)C(Cc3cccc(F)c3)NC(C)=O)CC2)n1 (stereo unspecified)
  A = 10	B = 9	C = 1	D = 3	E = -1	F = 0	G = 6	H = 1

mol: CC1=N[C@@]2(CC[C@@H]3CN(C(=O)Nc4ccc(F)cc4)C[C@@H]32)C(=O)N1CC1CC1
  A = -27	B = -3	C = -1	D = -8	E = -1	F = -2	G = -2	H = -12

mol: CN1CCCc2cc(C(CNC(=O)c3c(F)cccc3F)N3CCCC3)ccc21 (stereo unspecified)
  A = -118	B = -38	C = -5	D = -39	E = -6	F = -6	G = -9	H = -28

mol: Cc1nn(C)c(C)c1CNc1nc(C2CC2)nc2c1CCC2
  A = -11	B = -10	C = 0	D = 8	E = 0	F = -3	G = -1	H = -6

mol: COc1ccc(CCNC(=O)CSc2cn(CCNC(=O)c3ccccc3C)c3ccccc23)cc1OC
  A = 37*	B = 19	C = 9	D = 13	E = 8	F = 11	G = -3	H = 10

mol: Cc1ccc(N2CC(c3nnc(NC(=O)c4ccco4)s3)CC2=O)cc1 (stereo unspecified)
  A = -26	B = -6	C = 3	D = -5	E = 0	F = 6	G = -32	H = -3

mol: CCc1nnc2c(N3CCN(c4ccccn4)CC3)nc3ccccc3n12
  A = -27	B = -4	C = 0	D = -3	E = -1	F = -9	G = 2	H = -8

mol: CCOc1ccc2[nH]c(=O)c(CN(Cc3ccc4c(c3)OCO4)C(=O)Nc3ccccc3)cc2c1
  A = -11	B = 6	C = 3	D = -7	E = 4	F = 2	G = 3	H = -3

mol: O=C(CSc1nc2[nH]c(=O)cc(O)c2s1)C12CC3CC(CC(C3)C1)C2
  A = -110	B = -6	C = 0	D = -33	E = -3	F = -3	G = -5	H = -26
